Growth percent in the NCI-60 one-dose screen (48 h, 10 µM unless noted): 100 = growth as untreated, 0 = no growth, -100 = all killed.
SK-MEL-5 – SK-MEL-5 melanoma | hit rate 6.4% among 80,000 | AID 1794755
UACC-257 – UACC-257 melanoma; hit rate 4.4% among 78,000
SK-MEL-28 – SK-MEL-28 melanoma; hit rate 4.1% among 81,000
MALME-3M – MALME-3M melanoma. hit rate 5.8% among 78,000. AID 1794766
LOX IMVI – LOX IMVI melanoma; hit rate 7.4% among 79,000; AID 1794757
HS 578T – HS 578T breast cancer | hit rate 4.1% among 78,000 | AID 1794788
UACC-62 – UACC-62 melanoma | hit rate 5.4% among 81,000 | AID 1794756
SK-MEL-2 – SK-MEL-2 melanoma | hit rate 4.7% among 77,000
Active calls of the source: *; x = no result given; & = joins results of further samples; [ ] = another dose, or the depositor's remark. The calls were made as follows: active = growth percent below 10; inactive = the rest. Outcome played no part in choosing rows (roughly 11% active in at least one column).

no.	SMILES	SK-MEL-5	UACC-257	SK-MEL-28	MALME-3M	LOX IMVI	HS 578T	UACC-62	SK-MEL-2
1	COc1ccc(C2=C3C(=O)N(Cc4ccccc4)c4ccccc4C3c3c(C)nn(-c4ccccc4)c3N2)cc1 (configuration not stated)	91	93	93	108	106	110	96	89
2	COc1ccc(CNc2nc3ccccc3c3c(=O)c4cc(Cl)ccc4sc23)cc1	87	80	87	80	51	49	71	81
3	COc1cc(OC)c(-c2ncc(-c3ccc(Cl)cc3)[nH]2)c(OC)c1	95	95	106	112	104	99	97	100
4	CCCNC(=O)/C(=C/c1c[nH]c2ccccc12)NC(=O)/C=C/c1cccs1	98	100	119	96	96	96	86	95
5	c1ccc2c(c1)OCc1nccn1-2	103	x	116	106	100	108	109	108
6	C=CCOc1ccc(/C=N/NC(N)=S)cc1	87	77	109	99	88	97	89	107
7	O=C(c1ccc(OCCN2CCCCC2)cc1)c1c(-c2ccc(OS(=O)(=O)c3ccc(C(F)(F)F)cc3)cc2)sc2cc(OS(=O)(=O)c3ccc(C(F)(F)F)cc3)ccc12	92	100	94	100	96	99	104	98
8	Clc1ccc(-c2cn(-c3ccccc3)c(-c3ccccc3)n2)c(Cl)c1	68	52	6.1*	-43*	-76*	-20*	37	x
9	COc1ccc2nc(NCN3N=C(C)CC3=O)sc2c1	x	101	108	97	x	96	92	x
10	CC(=O)N(C)SCC(NC(=O)C(Cc1ccccc1)NC(=O)OCc1ccccc1)C(=O)NC(Cc1ccccc1)C(=O)NC(Cc1cn(C=O)c2ccccc12)C(=O)NC(CCCCNC(=O)OCc1ccccc1)C(=O)NC(C(=O)NC(CSN(C)C(C)=O)/C(O)=N\O)C(C)OCc1ccccc1 (configuration not stated)	98	90	108	109	101	87	89	91
11	CC1(C)CC(=O)C2=C(C1)N(c1ccc(F)cc1F)C(N)=C(C#N)C2c1ccc(F)c(Br)c1 (configuration not stated)	97	104	112	103	95	104	94	103
12	CC(CCO)CCC(Br)C(C)(C)Br (configuration not stated)	100	96	108	98	93	112	107	x
13	Nn1cnn2c(=O)c3cnn(-c4ccccc4)c3nc12	101	98	107	104	103	110	100	115
14	CC(C)CSc1nc(Nc2ccccc2)c(C#N)c(-c2ccccc2)n1	98	95	108	85	70	48	90	102
15	COC(=O)[C@]12CC[C@@H](C)[C@H](C)[C@@H]1C1=CC[C@@H]3[C@@]4(C)CC(=O)[C@H](O)[C@@]5(C)COC(=C45)C[C@@]3(C)[C@]1(C)CC2	-97*	-75*	-42*	-76*	-81*	-5.1*	-75*	-74*
16	COc1cc2c(cc1OC)[C@H]1CCCN1CC2Sc1ccccc1 (some centres not stated)	95	100	98	101	96	103	84	99
17	CC(=O)Nc1ccc(S(N)(=O)=O)cc1	101&93	95&89	110&107	109	92&98	113&96	100	110&109
18	Cc1cc(=O)[nH]c(SCC(=O)Nc2ccc(-c3nc4ccc([N+](=O)[O-])cc4[nH]3)cc2)n1	65	107	99	107	31	113	37	95
19	O=C(CN1CCN(c2cc3c(cc2F)c(=O)c(C(=O)N/N=C/c2ccc(F)cc2)cn3C2CC2)CC1)N/N=C\c1ccc(F)cc1	67	95	84	98	67	74	64	87
20	OCC1CSC(=S)N1Cc1ccccc1 (configuration not stated)	104	110	132	x	x	104	107	116
21	CCOC(=O)c1cnc2ccc(C)cc2c1Nc1cccc(S(N)(=O)=O)c1	99	95	112	102	105	96	98	115
22	O=C(O)C1CCC(C(=O)O)CC1 (configuration not stated)	101	99	106	109	111	109	91	97
23	CCOC(=O)NC(=O)NC(=O)OCC	105	x	111	101	95	106	x	102
24	O=C1NCCc2c1noc2-c1ccccc1	105	101	111	108	99	111	104	101
25	O=C(CN1CCN(Cc2ccc(Cl)cc2)C(=O)c2ccccc2C1=O)NC12CC3CC(CC(C3)C1)C2	99	95	122	106	89	91	86	100
26	C#C[C@]1(O)CC[C@H]2[C@@H]3CC=C4c5sc(-c6ccc(O)c(O)c6)nc5CC[C@]4(C)[C@H]3CC[C@@]21C	-98*	-82*	-80*	-84*	-93*	-33*	-75*	-98*
27	COc1ccc2c(c1)CC(O)CC1C(=O)N(CCO)CC(=O)C21 (configuration not stated)	101	83	104	99	96	101	100	101
28	COc1ccc(OC)c(C2C(C#N)=C(N)N(c3ccc(F)cc3F)C3=C2C(=O)CC(C)(C)C3)c1 (configuration not stated)	x	102	108	106	106	105	94	108
29	COc1cc2c(c(OC)c1OC)=NC(=O)/C(=C\c1sc(=O)[nH]c1O)C=2	99	97	103	101	55	99	90	98
30	COc1cc(-c2nccc3[nH]c(-c4cccc5[nH]ccc45)nc23)cc(OC)c1OC	-46*	59	77	56	21	38	51	36
31	COc1ccc2nc3sc(C(=O)Nc4ccc(C(=O)/C=C/c5ccc(Cl)cc5)cc4)cc3cc2c1	105	103	112	98	98	95	95	99
32	Cc1ccc(Nc2nc(SCCC(C)C)nc(-c3ccc(F)cc3)c2C#N)cc1	79	116	110	102	66	83	80	101
33	O=S(=O)(Nc1ccc(-n2cnc3cc(-c4ccc(O)cc4)ccc32)cc1)c1ccccc1	67	106	104	100	81	97	82	83
34	CC(=O)C1CCC2C3CCC4=CC(=O)CC4(C)C3CCC12C (configuration not stated)	93	x	108	76	97	96	87	107
35	CN(C)c1ccc(C(c2ccc(Cl)cc2)c2ccc(N(C)C)cc2)cc1	85	83	110	102	97	83	101	106
36	O=Cc1c(Cl)cccc1Cl	108	76	108	104	103	104	102	x
37	CSC1=NC2C(N(C)C(=S)N2C)N1/N=C/C=C/c1ccccc1[N+](=O)[O-] (configuration not stated)	98	98	100	93	100	94	89	102
38	N#CCc1ccnc2ccccc12	106	99	111	x	91	113	110	103
39	O=C1Nc2ccc(Br)cc2C1=O	101	x	108	102	87	96	90	117
40	CCOC(=O)C/C(=N\Nc1cc(=O)[nH]c2ccc(Cl)cc12)C(=O)OCC	99	105	103	96	96	95	93	116
41	Cc1ccc2c(C3C(C#N)=C(N)Oc4cc5ccccc5cc43)cc(=O)oc2c1 (configuration not stated)	14	68	64	66	38	52	39	28
42	CCN1C(=O)N(CC)C2C1NN=c1s/c(=C\C(=O)O)c(=O)n12 (configuration not stated)	100	97	106	101	96	101	97	99
43	CCOC(=O)c1nocc1CCCOc1ccc(C(=O)NCc2ccccc2Cl)cc1C	103	102	103	102	61	91	93	107
44	COc1ccccc1OS(=O)(=O)c1ccc(C)cc1	103	101	104	103	105	108	91	100
45	COc1ccc(-c2c(-c3ccc(O)cc3)c3ccccc3oc2=O)cc1	98	99	114	77	101	109	81	90
46	CN1CCN(CCS(=O)(=O)Nc2cc(-c3ccc4ncnc(Nc5ccc(F)c(Cl)c5)c4c3)cnc2Cl)CC1	-76*	18	4.3*	-90*	-57*	-23*	-3.3*	-52*
47	CCCCc1nnc(NS(=O)(=O)c2ccc(C)cc2)s1	105	100	105	101	97	113	103	104
48	CCCn1c(NC(=O)c2cccc(C(N)=O)c2)nc2ccc(CN3CCCCC3)cc21	102	121	106	92	93	111	113	105
49	COc1ccc(NC(=O)Nc2ccccc2F)cc1	99	112	107	122	105	110	86	109
50	O=C(O)c1ccc(N/N=C/c2cn(-c3ccc(C(=O)O)cc3)nc2-c2ccc(F)cc2)cc1	102	106	103	102	95	88	100	118

Next part:
no.	SMILES	SK-MEL-5	UACC-257	SK-MEL-28	MALME-3M	LOX IMVI	HS 578T	UACC-62	SK-MEL-2
51	CC(C)C[C@@H](N)C(=O)N[S@@](=O)c1scc(F)c1F	98	83	113	104	97	115	92	104
52	O=C1/C(=C/c2cn(-c3ccccc3)nc2-c2ccccc2)SC(=S)N1CCc1ccc(O)cc1	98	101	96	92	86	90	73	104
53	CC(=O)NC(Cc1cc(I)c(O)c(I)c1)C(=O)O (configuration not stated)	113	112	116	107	104	x	107	111
54	C#Cc1ccc(NC(=O)Cc2ccc(/C=C/C(=O)c3nccn3C)cc2)cc1	87	103	107	96	24	36	73	103
55	O=C(NNC(=O)c1ccncc1)C1=CN=C2Sc3cc(F)ccc3N2[C@H]1c1ccccn1	x	100	x	93	89	87	x	94
56	Cc1cc(-c2nnc(/C=C/c3ccc4c(c3)OCO4)o2)n[nH]1	71	78	72	49	53	80	70	30
57	C#Cc1cccc(NC(=O)Nc2cccc(NC(=O)C=C)c2)c1	67[8.25 µM]	78[8.25 µM]	92[8.25 µM]	81[8.25 µM]	90[8.25 µM]	92[8.25 µM]	80[8.25 µM]	43[8.25 µM]
58	O=c1c2cccc(Cl)c2sc2c(Cl)nc3ccccc3c12	x	105	100	91	89	90	87	96
59	OC[C@H](O)CN1[C@@H](CCc2ccc(O)cc2)CCC[C@H]1CCc1ccc(OCCF)cc1	99	x	x	100	102	109	x	105
60	COc1ccc(-c2csc(C3=C(O)CN(C(C)C)C3=N)n2)cc1OC	82	105	123	96	94	110	97	133
61	O=C(O)CCCCCCCCCCN1C(=O)/C(=C/c2cn(-c3ccccc3)nc2-c2ccc(OCc3ccccc3Cl)cc2)SC1=S	108	100	99	101	101	94	91	109
62	COCCNC(=O)c1cccc(NC(=O)c2ccco2)c1	100	109	109	107	98	111	102	109
63	O=C1CCC(N2Cc3c(C#CCCCNC(=O)c4cc5c(o4)C(=O)c4ccccc4C5=O)cccc3C2=O)C(=O)N1 (configuration not stated)	-99*	-79*	-23*	-98*	-88*	-33*	-84*	-27*
64	COc1cc(OC)c(C(=O)CCCN2CCCC2)c(OC)c1	91	110	103	118	78	x	87	126
65	OCCN(CCO)c1ccc2ccccc2c1	100	110	108	102	91	105	91	87
66	CSc1nc(Nc2ccc(S(=O)(=O)NN3C=NC=CC3)cc2)c(C#N)c(-c2ccc(Cl)cc2)n1	105	106	103	92	102	121	90	119
67	CCCCN(CCCC)C(C)C(=O)c1ccc2cc(Br)c3ccccc3c2c1 (configuration not stated)	111	98	120	112	93	x	97	120
68	O=C(NCCN1CCOCC1)n1cc(-c2ccncc2)c(-c2cc(O)cc(Cl)c2)n1	85	39	31	20	95	124	15	x
69	CCNC(=O)N1CCc2cc(OC)c(OCCc3ccc(OC)c(N)c3)cc2C1c1cc(C)c(C)cc1C (configuration not stated)	28	50	45	46	7.0*	36	23	33
70	S=C(CSc1ccccc1)Nc1cccc2ccccc12	98	107	103	106	107	110	80	96
71	NNc1cc(C(F)(F)F)nc2ccc(Br)cc12	92	92	112	103	102	100	103	112
72	CCOCCOCCOCCOCCOCCOCCOCCOCCOCCO (tested in a mixture with another compound)	-82*	-7.2*	37	0.8*	-72*	40	13	-62*
73	O=C(NCc1ccc(F)cc1)c1cccc(S(=O)(=O)N2CCCC2)c1	104	x	115	91	97	107	89	84
74	COC(=O)CCCNC(=O)C(c1ccc(O)c(O)c1O)N(C(=O)c1cc(O)c(O)c(O)c1)c1ccc(Cl)cc1 (configuration not stated)	98	96	109	101	86	98	86	119
75	COc1cc(CNC(=O)CCCC/C=C/C(C)C)ccc1OCc1nnc(SCCc2c[nH]c3ccccc23)o1	x	101	105	90	55	81	68	104

Molecules shown so far that contain a furan ring, fused or not, in the order listed:
no.	SMILES	SK-MEL-5	UACC-257	SK-MEL-28	MALME-3M	LOX IMVI	HS 578T	UACC-62	SK-MEL-2
62	COCCNC(=O)c1cccc(NC(=O)c2ccco2)c1	100	109	109	107	98	111	102	109
63	O=C1CCC(N2Cc3c(C#CCCCNC(=O)c4cc5c(o4)C(=O)c4ccccc4C5=O)cccc3C2=O)C(=O)N1 (configuration not stated)	-99*	-79*	-23*	-98*	-88*	-33*	-84*	-27*

(listing goes on)
no.	SMILES	SK-MEL-5	UACC-257	SK-MEL-28	MALME-3M	LOX IMVI	HS 578T	UACC-62	SK-MEL-2
76	O=C(/C=C/c1ccccc1O)c1ccccc1	86&107	97	98&112	88&114	77&109	95&99	82&103	102&113
77	C#Cc1cccc(Nc2ncnc3ccc(-c4cncc(NS(C)(=O)=O)c4)cc23)c1	-76*	37	41	33	7.2*	6.1*	33	-40*
78	Nc1nonc1-c1noc(COc2ccc(Cl)cc2)n1	99	100	107	114	105	96	98	114
79	Cc1ccc(C(=O)CSc2nnc(-c3cnccn3)n2-c2ccccc2)cc1	90	91	111	116	99	105	93	102
80	O=C1C(Cl)=C(NCCCN(CCO)CCO)C(=O)c2ccccc21	57	100	121	82	65	95	89	89
81	COc1cc2nc(Sc3sc(N)nc3C)n(-c3ccc(Oc4ccccc4)cc3)c(=O)c2cc1OC	77	90	98	98	78	88	81	107
82	COC(=O)C1(CC(=O)C2CC2)NC(=S)NC(=O)C1C#N (configuration not stated)	104	117	113	103	x	109	101	125
83	C[C@]12CCC(=O)C=C1CC[C@@H]1[C@@H]2C(=O)C[C@@]2(C)[C@H]1CC[C@]2(O)C(=O)COP(=O)(Nc1ccccc1)Nc1ccccc1	84	96	102	106	95	105	94	122
84	CCOC(=O)Cn1c2c(sc1=O)C(c1cccs1)C1C3CCC(C3)C1S2 (configuration not stated)	78	110	89	100	92	91	77	95

Random excerpt: 4 compounds from above.
no.	SMILES	SK-MEL-5	UACC-257	SK-MEL-28	MALME-3M	LOX IMVI	HS 578T	UACC-62	SK-MEL-2
56	Cc1cc(-c2nnc(/C=C/c3ccc4c(c3)OCO4)o2)n[nH]1	71	78	72	49	53	80	70	30
69	CCNC(=O)N1CCc2cc(OC)c(OCCc3ccc(OC)c(N)c3)cc2C1c1cc(C)c(C)cc1C (configuration not stated)	28	50	45	46	7.0*	36	23	33
43	CCOC(=O)c1nocc1CCCOc1ccc(C(=O)NCc2ccccc2Cl)cc1C	103	102	103	102	61	91	93	107
7	O=C(c1ccc(OCCN2CCCCC2)cc1)c1c(-c2ccc(OS(=O)(=O)c3ccc(C(F)(F)F)cc3)cc2)sc2cc(OS(=O)(=O)c3ccc(C(F)(F)F)cc3)ccc12	92	100	94	100	96	99	104	98

Source: PubChem BioAssay
